# SMN2 splice up = increases expression of the SMN2 splice variant. 210,000 compounds, 2.8% hits. HEK293 SMN2-luciferase splicing reporter, luminescence, 30-36 h. Potency, µM (highest dose often 46.1 µM), for inactives: top-dose activity change, positive = activation, hits mostly activators; active = well fitted activation curve with a large enough effect; inconclusive = small, poorly fitted or top-dose-only effect; inactive = no such curve, though single readings can be large or run the other way; also: % of control where 0% means no effect; nearly all actives have a fitted effect of over 55% in size
#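 HEK293 cells carry an SMN2 minigene-luciferase reporter in which exon 7 inclusion puts luciferase in frame. Cells were seeded at 2000 cells/well, attached for 10-12 hours, then exposed to compounds for 30-36 hours at 37C before ONE-Glo luminescence.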
# Starred values were filed as active, the others as inactive; ? = inconclusive; [ ] = remark or other dose. Potency is read from the fitted curve at half-maximal effect.
SMILES,SMN2 splice up
COc1cc(OC)cc(-c2nc3n(n2)C(c2ccccc2)C(C(N)=O)=C(C)N3)c1 (stereo unspecified),17%
Cn1c(=O)c(=O)n(C)c2cc(S(=O)(=O)N3CCCC3C(=O)Nc3cccc(F)c3)ccc21 (stereo unspecified),9%
Cc1ccc2oc(-c3cccc(NC(=O)Cc4ccc(Cl)cc4)c3)nc2c1,-5%
CCCOc1ccc(CN(C(=O)c2nc(SC(C)C)ncc2Cl)C2CCS(=O)(=O)C2)cc1 (stereo unspecified),0%
CCOc1ccc(NS(=O)(=O)c2cc(Br)cc3c2N(C(=O)C2CC2)CC3)cc1,-17%
CCc1nonc1NC(=O)c1oc2ccc(Cl)cc2c1C,13%
CCCCOc1cccc(C(=O)Nc2ccc3oc(-c4cccnc4)nc3c2)c1,0%
CCCCN(CCCNC(=O)c1cc(Nc2ccc(OC)cc2)nc2ccccc12)Cc1ccccc1,-4%
COc1ccc2cc(-c3nc(Cl)c4c5c(sc4n3)CC(C)CC5)c(=O)oc2c1 (stereo unspecified),-11%
COc1ccc(NC(=O)c2nc(SCc3ccc(F)cc3)ncc2Cl)cc1,4%
Cc1c2cnn(CC(=O)N3CCCCC3)c(=O)c2c(C)n1Cc1ccc(F)cc1,2%
CCOC(=O)N1CCN(C(=O)c2ccc3c(c2)N(Cc2ccccc2F)C(=O)c2ccccc2S3=O)CC1 (stereo unspecified),-1%
CCC(=O)N1CCc2cc(S(=O)(=O)NCCC(=O)Nc3ccc(CC)cc3)ccc21,-20%
COC(=O)c1ccc(NC(=O)CN(C)S(=O)(=O)c2ccc(Br)s2)cc1,-5%
CCn1cc(C(=O)N2CCN(c3ccc(C)cc3)C(C)C2)c(=O)c2cc(S(=O)(=O)N3CCCC3)ccc21 (stereo unspecified),-7%
COc1ccc(Br)cc1CN1C(=O)c2ccccc2C1C(=O)NC1CCCCCC1 (stereo unspecified),0%
CCC(Sc1nnc2c3ccccc3n(CC)c2n1)C(=O)Nc1nnc(C(C)C)s1 (stereo unspecified),5%
COc1ccccc1CNc1nc2c(S(=O)(=O)c3ccccc3)nnn2c2ccc(Cl)cc12,0%
CCOCCCNC(=O)CN1C(=O)COc2ccc(S(=O)(=O)N3CCOCC3)cc21,6%
COc1ccc(NC(=O)Cn2cnc3sc(C)c(S(=O)(=O)N4CCN(c5ccccc5OC)CC4)c3c2=O)cc1OC,6%
CCN(CCCNC(=O)c1nn(-c2ccc(OC)cc2)c(=O)c2c1c1ccccc1n2C)c1cccc(C)c1,-11%
COc1cccc(-c2nc(CSCC(=O)NCCc3ccc(Cl)cc3)c(C)o2)c1,-41%[inhibitor]
CSc1ccc(-c2nc3ccc(C)cn3c2Nc2ccccc2C)cc1,?
COC(=O)c1nnn(-c2cccc(C)c2)c1C(=O)OC,4%
Cc1ccc2oc(-c3ccc(Cl)c(NC(=O)c4ccc(OC(C)C)cc4)c3)nc2c1,0%
COc1ccc(-n2c(=O)c3ccc(C(=O)NCc4ccc(C)cc4)cc3n(Cc3ccc(C)cc3)c2=O)cc1,9%
Cc1ccc(C2c3c(oc4ccccc4c3=O)C(=O)N2c2ccc(C)cn2)cc1 (stereo unspecified),2%
CSc1ccc(C2c3c(oc4cc(C)cc(C)c4c3=O)C(=O)N2CCO)cc1 (stereo unspecified),-6%
COc1ccc(CCNC(=O)c2ccc3c(c2)CCN3S(C)(=O)=O)cc1OC,0%
Cc1ccc(-c2noc(CN(C(=O)COc3cc(C)cc(C)c3C)C(C)C)n2)cc1,-19%
CCOc1ccc(/C=C/c2nc(C#N)c(NC(C)CC)o2)cc1 (stereo unspecified),8%
COc1ccc(OCC(=O)N2CCN(C(=O)c3ccc(OC)c(OC)c3)CC2)cc1,-3%
CCn1c(C(=O)N2CCC(C(=O)NCCCOC)CC2)cc2sccc21,5%
COc1ccc(-n2c(=O)c3ccccc3n(Cc3cccc(C)c3)c2=O)cc1,7%
COc1ccc(OC)c(S(=O)(=O)Nc2ccc3c(c2)n(C)c(=O)n3C)c1,11%
Cc1ccc(C(=O)O)cc1NC(=O)c1nsc2ccccc12,18%
COc1ccccc1NC(=O)CN1C(=O)c2cccc3cccc1c23,-44%[inhibitor]
COc1ccc(-c2n[nH]c3c2C(c2ccccn2)N(C)C3=O)cc1 (stereo unspecified),4%
COc1ccc(-c2nc(CNS(=O)(=O)c3ccccc3)cs2)cc1,-19%
COc1ccc(-c2cc(C(F)(F)F)nc(SCC(=O)NCCc3ccccc3)n2)cc1,6%
Cc1cc2c(cc1C)NC(CC(=O)Nc1cccc(C)c1C)C(=O)N2 (stereo unspecified),-14%
CCOC(=O)c1oc2c(c1C)-c1nn(Cc3ccc(Cl)cc3)cc1CC2,9%
COc1cccc(CNC(=O)c2cc(=O)[nH]c3ccc(S(=O)(=O)N4CCCCC4)cc23)c1,3%
COc1cc(C2c3c(-c4ccccc4O)n[nH]c3C(=O)N2CCO)ccc1OCc1ccccc1 (stereo unspecified),-5%
O=C(Cn1c(=O)n(-c2ccccc2)c(=O)c2c3c(sc21)CCCC3)Nc1cccc(F)c1,-8%
Cc1ccc(CNC(=O)CCc2c(C)c3ccc(O)c(C)c3oc2=O)cc1,1%
CCN(CC)S(=O)(=O)c1cccc(C(=O)Nc2sc3c(c2C#N)CCC(C)C3)c1 (stereo unspecified),11%
COc1ccccc1C(=O)Nc1cccc(OCc2cc(=O)n3c4c(sc3n2)CCCC4)c1,13%

# 15 neighbouring compounds out of the list so far, quoted:
SMILES,SMN2 splice up
COc1ccc(-n2c(=O)c3ccccc3n(Cc3cccc(C)c3)c2=O)cc1,7%
COc1ccc(OC)c(S(=O)(=O)Nc2ccc3c(c2)n(C)c(=O)n3C)c1,11%
Cc1ccc(C(=O)O)cc1NC(=O)c1nsc2ccccc12,18%
COc1ccccc1NC(=O)CN1C(=O)c2cccc3cccc1c23,-44%[inhibitor]
COc1ccc(-c2n[nH]c3c2C(c2ccccn2)N(C)C3=O)cc1 (stereo unspecified),4%
COc1ccc(-c2nc(CNS(=O)(=O)c3ccccc3)cs2)cc1,-19%
COc1ccc(-c2cc(C(F)(F)F)nc(SCC(=O)NCCc3ccccc3)n2)cc1,6%
Cc1cc2c(cc1C)NC(CC(=O)Nc1cccc(C)c1C)C(=O)N2 (stereo unspecified),-14%
CCOC(=O)c1oc2c(c1C)-c1nn(Cc3ccc(Cl)cc3)cc1CC2,9%
COc1cccc(CNC(=O)c2cc(=O)[nH]c3ccc(S(=O)(=O)N4CCCCC4)cc23)c1,3%
COc1cc(C2c3c(-c4ccccc4O)n[nH]c3C(=O)N2CCO)ccc1OCc1ccccc1 (stereo unspecified),-5%
O=C(Cn1c(=O)n(-c2ccccc2)c(=O)c2c3c(sc21)CCCC3)Nc1cccc(F)c1,-8%
Cc1ccc(CNC(=O)CCc2c(C)c3ccc(O)c(C)c3oc2=O)cc1,1%
CCN(CC)S(=O)(=O)c1cccc(C(=O)Nc2sc3c(c2C#N)CCC(C)C3)c1 (stereo unspecified),11%
COc1ccccc1C(=O)Nc1cccc(OCc2cc(=O)n3c4c(sc3n2)CCCC4)c1,13%

# Next results:
SMILES,SMN2 splice up
O=S(=O)(c1ccc(Cl)cc1)c1nc(-c2ccccc2F)oc1NCc1ccccc1,1%
CCCc1nn2c(=O)cc(COc3ccc(/C=C(\C#N)C(=O)Nc4ccccc4)cc3)nc2s1,-14%
CCc1ccc(OCC(=O)N(Cc2ccc(C(C)C)cc2)C2CCS(=O)(=O)C2)cc1 (stereo unspecified),-12%
COC(=O)C(Cc1c[nH]c2ccccc12)NC(=O)COc1cccc(C)c1 (stereo unspecified),-6%
CCc1nn(CC(=O)N2CCCCC2)c(=O)c2cc3sc(C)cc3n12,-17%
CCOC(=O)c1ccc(N2C(=O)c3[nH]nc(-c4ccccc4)c3C2c2cccs2)cc1 (stereo unspecified),-3%
CN(C)c1ccc(CN(CC2CCCO2)C(=O)COc2ccccc2Cl)cc1 (stereo unspecified),-10%
O=C(O)CCn1ccc2cc(S(=O)(=O)N3CCCCCC3)ccc21,5%
CCOc1ccccc1-c1noc(CCCC(=O)Nc2cccc(C(F)(F)F)c2)n1,-20%
CCc1ccc(-n2c(=O)c3c4c(sc3n(Cc3cc(=O)n5c(C)cccc5n3)c2=O)CCC4)cc1,-4%
CC(C)c1ccc(NS(=O)(=O)c2ccc3[nH]cc(C(=O)NC4CCCCC4)c(=O)c3c2)cc1,-2%
O=C(CN1C(=O)C(c2ccc(F)cc2)=NC12CCCCCC2)Nc1ccc(F)c(Cl)c1,10%

# As a short view, some entries already given:
SMILES,SMN2 splice up
CN(C)c1ccc(CN(CC2CCCO2)C(=O)COc2ccccc2Cl)cc1 (stereo unspecified),-10%
O=C(O)CCn1ccc2cc(S(=O)(=O)N3CCCCCC3)ccc21,5%

# (listing goes on)
SMILES,SMN2 splice up
COC(=O)c1ccccc1NC(=O)Cn1c(CCC(=O)O)ccc1-c1ccc(C)cc1,2%
Cc1c(NC(=O)c2ccc(Cl)cc2)cc(C(C)C)c(O)c1S(=O)(=O)c1ccc(Cl)cc1,?
Cc1cccc(-n2c3c(cc(-c4nc(-c5ccc(Cl)cc5)cs4)c2=O)C(=O)CC(C)(C)C3)c1,-5%
Cc1cccc(NC(=O)CSC2=Nc3ccccc3C3=NC(CCC(=O)NCc4ccc(F)cc4)C(=O)N23)c1 (stereo unspecified),-3%
COc1cc2[nH]c(=O)n(CCCC(=O)NCc3ccc(Cl)cc3)c(=O)c2cc1OC,4%
CCC(Sc1ncnc2sc3c(c12)CCCC3)C(=O)OC(C)C (stereo unspecified),-8%
CCSc1ncc(Cl)c(C(=O)Nc2nc3ccc(OC)cc3s2)n1,-4%
CC1=C(C(=O)N2CCCCC2)C(c2ccc(Cl)cc2)n2c(nc3ccccc32)N1 (stereo unspecified),2%
Cc1ccc(S(=O)(=O)NCC(Nc2cccc(Cl)c2)c2ccccc2)cc1 (stereo unspecified),-23%
O=C(Cn1cc(S(=O)(=O)c2ccccc2)c(=O)c2cc3c(cc21)OCO3)Nc1ccc(Cl)cc1,18%
CC1CCC(NC(=O)Cn2ncc3c4ccccc4n(Cc4ccc(F)cc4)c3c2=O)CC1 (stereo unspecified),1%
Cc1ccc(C)c(CN2C(=O)C(O)(c3c(C)[nH]c4ccccc34)c3ccccc32)c1 (stereo unspecified),24%
Cc1ccn2c(Nc3ccc4c(c3)OCCO4)c(-c3ccc(Cl)s3)nc2c1,21%
CCN1CCN(C(=O)c2ccc3c(c2)N(Cc2cc(C)ccc2C)C(=O)c2ccccc2S3(=O)=O)CC1,19%
Cc1ccccc1OCCCCn1nnc2sc3c(c2c1=O)CCC(C)C3 (stereo unspecified),8%
O=C(NCCCCc1ccccc1)c1nn(-c2ccccc2)nc1CO,-7%
Cc1nn(CC(=O)O)c(=O)c2cc3cc(F)ccc3n12,-7%
Cc1ccc(-c2cn3cccnc3n2)cc1NC(=O)Nc1ccc(F)cc1,20%
COc1ccc(Br)cc1C(=O)Nc1cccc2ccc(C)nc12,-2%
COc1ccc(-c2nc(SCC(=O)NC3CCCC3)c(-c3ccc(C)cc3)[nH]2)cc1OC,-12%
CCOC(=O)N1CCc2c(sc3c2c(=O)n(CCc2ccccc2)c(=O)n3Cc2ccc(F)cc2)C1,-9%
Cc1nn(C)c(C)c1S(=O)(=O)N(CC(=O)NCCc1ccccc1)c1ccc(C(C)C)cc1,-9%
Cc1c(CNC2CCCCCC2)c(C(=O)O)c(C)n1Cc1c(F)cccc1Cl,-4%
Cc1cc(NC(=O)c2ccc(NC(=O)CCS(=O)(=O)c3cccs3)cc2)ccc1Br,16µM*
CCCOC(=O)C(C)n1nnc2sc(-c3ccccc3)cc2c1=O (stereo unspecified),-7%
CCOc1ccccc1C(=O)N1CCCCC1CCN1CCOCC1 (stereo unspecified),8%
CCOc1ccc(N2CC(C)Cn3c2nc2c3c(=O)n(CC(=O)O)c(=O)n2C)cc1 (stereo unspecified),-9%
CCOC(=O)C1=C(CN2CCCCC2)NC(=O)NC1c1ccc(C)cc1 (stereo unspecified),-9%
CCc1ccc(N(CC)C(=O)c2ccc3c(=O)n4c(nc3c2)CCCCC4)cc1,-1%
Cc1cccc(N(CC(=O)NCc2ccccc2)S(C)(=O)=O)c1C,-8%
CCn1c(=O)c2sccc2n2c(CCC(=O)Nc3cc(C)cc(C)c3)nnc12,6%
Cc1ccc2c(c1)c1c(c(=O)n(Cc3ccccc3)c(=O)n1CC(=O)NCc1ccccc1Cl)n2C,-2%
O=C(NC1CCCC1)c1ccc2c(c1)N(Cc1c(F)cccc1Cl)C(=O)c1ccccc1S2,-17%
COc1ccc2c(c1)c(=O)c(C(=O)c1ccccc1)cn2CC(=O)Nc1ccc2c(c1)OCCO2,-7%
Cc1ccc(-c2cc(C(F)(F)F)n3nc(C(=O)Nc4ccc(Cl)cc4Cl)cc3n2)cc1,8%
N#C/C(=C\c1ccc(-c2ccccc2C(=O)O)o1)c1nc2ccccc2[nH]1,-6%
Cc1ccccc1NC(=O)c1ccc(Cl)c(S(=O)(=O)N2CCCCCC2)c1,-14%
COc1ccc(CNC(=O)c2cc3sccc3n2C)cc1,-26%
CCc1ccc(NS(=O)(=O)c2ccc3[nH]cc(C(=O)NCCCOC(C)C)c(=O)c3c2)cc1,-8%
Cc1ccn2c(Nc3ccccc3C)c(-c3ccc(N4CCOCC4)cc3)nc2c1,-43%[inhibitor]
O=S(=O)(c1cccc(F)c1)N1CCC(Oc2ccc(-n3cnnn3)cc2)CC1,3%
Cc1cccc(Cn2c(SCc3ccc(C(=O)NCc4ccccc4F)cc3)nc3ccncc32)c1,-13%
COc1ccccc1OCCCn1c(C2CC(=O)N(c3ccc(F)cc3)C2)nc2ccccc21 (stereo unspecified),1%
CCCCN(CC)CCNC(=O)c1cc2c(-c3ccc(Cl)cc3)nn(C)c2s1,-5%
Cc1ccc(CSc2ncc(Cl)c(C(=O)Nc3sc4c(c3C(N)=O)CCCC4)n2)cc1,-8%
CCc1ccc(NC(=O)CNC(=O)Cn2c(C)cc3ccccc3c2=O)cc1,4%
COc1ccc(C(C)C)cc1S(=O)(=O)NCCc1c(C)[nH]c2ccc(C)cc12,-61%[inhibitor]
CCNc1nc(NC(C)(C)C)nc(Oc2ccc(=O)n(C)n2)n1,20%

# Screens from PubChem BioAssay.

# This is a subset. The share of hits here may be higher or lower than overall.
